aDG glyco act – increases alpha dystroglycan glycosylation; hit rate 0.22% among 360,000; AID 624168; Pro5-aDG cells, alpha-DG glycosylation AlphaScreen (IIH6); 0% Pro5, 100% B10-LARGE cell signal; activation, % at 10 µM;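 active = activation of at least 8% versus controls, or a plate z-score of at least 8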;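 note: Pro5 are CHO cells carrying HIG-tagged alpha-DG that lacks glycosylation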
m5-HT2A agonist – activates the mouse 5-HT2A serotonin receptor | CHO-K1 mHTR2A beta-arrestin complementation, luminescence; percent of 30 µM serotonin response | activation, % at 7.6 µM | hit rate 0.66% among 360,000 | AID 624169;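 active = activation above a run cutoff, the mean activation of all tested compounds plus 3 SD, cut at about 14% in these data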;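 note: 0% = plate median of compound wells and 100% = 30 µM serotonin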
ABCB6 inh 2 – blocks the human ABCB6 transporter; K562-ABCB6 porphyrin accumulation, flow cytometry, 1 h; active compounds read low; fluorescence ratio to DMSO, % at 10 µM; hit rate 0.19% among 360,000; AID 602162;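 active = fluorescence ratio to DMSO below 75%, the collection mean minus 3 SD; inconclusive = too few cells collected in the well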;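 note: signal is porphyrin accumulated inside mitochondria; 100% equals median channel fluorescence of DMSO control wells; lower ratio means ABCB6 inhibition with less porphyrin fluorescence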
Vif imaging – inhibitors of HIV Vif; HEK293T cells, Vif self-association by quenched fluorescence, imaging, 24 h; inhibition, % at 7.49 µM; hit rate 0.35% among 340,000; AID 602346; in the data active = inhibition above about 50%, passing the limit was not always enough; inconclusive = no clear call, values can overlap the other calls; inactive = below about 31%; note: some results filed as inactive read as strong as hits
H9c2 protect – protects H9c2 cardiomyocytes from peroxide injury | H2O2 injury protection, ATPLite, 2 h | protection from H2O2 cell death, % at 20 µM | hit rate 0.63% among 360,000 | AID 588492;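 active = compounds giving at least 50% protection of heart cells from peroxide-induced death in the single-dose screen, raw or plate-pattern-corrected value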;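 note: 0% = DMSO wells with peroxide and 100% = DMSO wells without peroxide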
Glyco luc inh – N-linked glycosylation inhibition; hit rate 0.23% among 360,000; AID 588692; reporter increase, % at 12.5 µM; D54 ERlucT glycosylation luciferase reporter, 24 h; percent of 100 nM tunicamycin response;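 active = mean luciferase reporter signal, scaled so untreated is 0 and the glycosylation-blocking control 100, at or above a set limit in every replicate; inconclusive = mean reaches the limit but not every replicate does; inactive = mean below the limit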;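 note: luciferase carries N-glycosylation sites so blocking glycosylation raises the light; 0% = median of neutral control wells and 100% = median of 100 nM tunicamycin wells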
MC4R antagonist – human MC4R antagonism in cAMP assay. AID 540295. hit rate 0.48% among 360,000. inhibition, % at 6.5 µM. P32245. MC4R-expressing cells, MTII-stimulated cAMP, LANCE TR-FRET;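 active = inhibition above its plate's cutoff, the mean of tested wells on that plate plus 3 SD, cut at about 29% in these data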;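 note: 0% = Melanotan II alone and 100% = Melanotan II plus saturating MCL0020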
Target sequence (P32245 whole entry, looked up): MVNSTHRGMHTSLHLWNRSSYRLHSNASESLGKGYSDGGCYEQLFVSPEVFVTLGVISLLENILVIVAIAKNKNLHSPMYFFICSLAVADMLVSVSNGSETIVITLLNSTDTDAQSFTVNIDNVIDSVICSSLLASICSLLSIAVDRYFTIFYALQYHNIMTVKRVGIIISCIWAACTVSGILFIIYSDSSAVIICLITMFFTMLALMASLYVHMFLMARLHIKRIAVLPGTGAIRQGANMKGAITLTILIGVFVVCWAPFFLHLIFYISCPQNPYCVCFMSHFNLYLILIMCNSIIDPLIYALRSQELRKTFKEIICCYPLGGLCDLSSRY
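Material – human MC4R-expressing U2OS cells · Repeats – no replicates · Detection – TR-FRET with Eu-cAMP and labeled anti-cAMP, 671 nm · Times – compound 30 min, challenge 1 h, detection 1 h · Compound – single nominal compound dose of 6.5 µM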
PDI inh – blocks human protein disulfide isomerase activity; P07237; PDI insulin aggregation turbidity, A650, 90 min; inhibition, % at 10 µM; hit rate 0.052% among 350,000; AID 588391;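 active = mean inhibition across replicates of 30% or more, whatever share of single replicates reach that level; inconclusive = mean inhibition below 30% while every single replicate reaches 30%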;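 note: absorbance from insulin aggregation driven by PDI reduction with DTT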
Target sequence (P07237 whole entry, looked up): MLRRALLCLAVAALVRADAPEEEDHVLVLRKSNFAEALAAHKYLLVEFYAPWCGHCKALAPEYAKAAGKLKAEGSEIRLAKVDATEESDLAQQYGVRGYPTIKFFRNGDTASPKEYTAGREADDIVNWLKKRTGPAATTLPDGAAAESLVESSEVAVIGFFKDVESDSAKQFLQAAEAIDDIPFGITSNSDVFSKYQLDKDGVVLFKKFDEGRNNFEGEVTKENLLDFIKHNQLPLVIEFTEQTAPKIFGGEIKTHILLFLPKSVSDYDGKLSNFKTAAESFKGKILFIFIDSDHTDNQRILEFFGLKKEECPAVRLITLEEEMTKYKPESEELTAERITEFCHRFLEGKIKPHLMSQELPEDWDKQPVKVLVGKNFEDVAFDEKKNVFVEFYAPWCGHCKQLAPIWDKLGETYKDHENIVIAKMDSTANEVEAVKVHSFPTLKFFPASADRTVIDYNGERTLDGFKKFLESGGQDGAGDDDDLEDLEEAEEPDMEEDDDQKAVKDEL
CaV13 FRET inh – Primary screen for inhibitors of IQ motif and Ca2+-dependent inactivation inhibitor domain binding in CACNA1D, Förster resonance energy transfer in living cells, … | HEK cells, CFP/YFP FRET ICDI-IQ, plate reader, 10 min; percent FRET-ratio fall versus neutral wells | inhibition, % at 12.3 µM | hit rate 0.098% among 340,000 | AID 743397;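 active = mean replicate inhibition of at least 30% and at least 1% of replicates passing that level; inconclusive = only one of the two criteria is met; inactive = neither criterion is met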;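 note: 0% = median of the neutral control wells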
MC4R ag barr – activates human MC4R beta-arrestin recruitment | hit rate 0.98% among 360,000 | P32245 | AID 540308 | activation, % at 8.9 µM | U2OS MC4R beta-arrestin complementation, luminescence; percent of melanotan II response, DMSO zero;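 active = activation above a per-plate cutoff, the mean activation of sample wells on that plate plus 3 SD, cut at about 8% in these data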
The depositor's hits bear a star; ? = inconclusive; . = no result given. Compounds were not picked by outcome; about 3.6% have a hit in one of these screens.

Start of the listing, in advance:
cpd	canonical_smiles	aDG glyco act	m5-HT2A agonist	ABCB6 inh 2	Vif imaging	H9c2 protect	Glyco luc inh	MC4R antagonist	PDI inh	CaV13 FRET inh	MC4R ag barr
1	O=S1(=O)N[C@H](Cc2ccccc2)COc2cc(N3CCN(Cc4ccccc4F)CC3)ccc21	0.3	4	100	.	.	.	.	.	-4	.
2	CC(=O)c1ccc(N2CCN(S(=O)(=O)c3ccc4c(c3)CC(C)N4C(C)=O)CC2)cc1 (stereo not drawn)	3.5	-6	97	-10	-10	-10	2	6	-7	-3.1
3	COc1cccc(-c2csc(NC3OC(=O)c4c3ccc(OC)c4OC)n2)c1 (stereo not drawn)	0.1	1	102	-4	-1	1	-3	-2	-3	0.5
4	O=c1[nH]cnc2c1sc1nc(C(F)F)cc(-c3ccccc3)c12	0.3	2	91	?	-14	-1	-10	-15	-5	1.9
5	O=C(OCC(=O)C12CC3CC(CC(C3)C1)C2)c1ccc(CO)cc1	0.1	5	93	-3	-13	-1	16	-8	-2	2.4

The list itself, from the first entry:
cpd	canonical_smiles	aDG glyco act	m5-HT2A agonist	ABCB6 inh 2	Vif imaging	H9c2 protect	Glyco luc inh	MC4R antagonist	PDI inh	CaV13 FRET inh	MC4R ag barr
1	O=S1(=O)N[C@H](Cc2ccccc2)COc2cc(N3CCN(Cc4ccccc4F)CC3)ccc21	0.3	4	100	.	.	.	.	.	-4	.
2	CC(=O)c1ccc(N2CCN(S(=O)(=O)c3ccc4c(c3)CC(C)N4C(C)=O)CC2)cc1 (stereo not drawn)	3.5	-6	97	-10	-10	-10	2	6	-7	-3.1
3	COc1cccc(-c2csc(NC3OC(=O)c4c3ccc(OC)c4OC)n2)c1 (stereo not drawn)	0.1	1	102	-4	-1	1	-3	-2	-3	0.5
4	O=c1[nH]cnc2c1sc1nc(C(F)F)cc(-c3ccccc3)c12	0.3	2	91	?	-14	-1	-10	-15	-5	1.9
5	O=C(OCC(=O)C12CC3CC(CC(C3)C1)C2)c1ccc(CO)cc1	0.1	5	93	-3	-13	-1	16	-8	-2	2.4
6	CCOC(=O)CCSc1cc(C)c2ccccc2n1	-0.1	1	95	12	-4	2	9	2	-7	0.6
7	COc1cccc(-n2nnnc2SCC(=O)NCCc2ccccc2)c1	-0.2	2	94	-11	4	-4	0	-16	-5	-1.7
8	O=C(NCc1ccc(Cl)cc1)C1CC(O)CN1S(=O)(=O)c1ccc(Cl)cc1 (stereo not drawn)	-0.1	-1	96	5	-8	0	0	-2	-3	0.5
9	Nc1ccc(Cl)c(S(=O)(=O)Nc2ccccc2Cl)c1	0.1	1	97	-3	-6	0	13	1	6	2.7
10	CCOC(=O)c1ccccc1NC(=O)CN(c1ccccc1)S(=O)(=O)N(C)C	0.0	1	101	-6	-10	0	11	8	.	-1.2
11	O=C(NCc1ccccc1)c1ccc(NS(=O)(=O)c2cccs2)cc1	-0.1	-3	98	0	9	0	-4	-8	-7	0.5
12	COc1ccc(S(=O)(=O)Nc2cc3c(C(C)=O)c(C)oc3c3ccccc23)cc1	0.0	-3	95	102*	0	16	-16	-7	-4	-1.3
13	Cn1c(CNc2ccccc2O)nc2ccccc21	0.7	1	100	-4	-11	6	0	.	-2	-0.3
14	COc1ccc(OC)c(S(=O)(=O)n2c([N+](=O)[O-])cnc2C)c1	0.1	-1	95	-1	-1	2	0	-3	-19	-0.5
15	COc1cccc(CNC(=O)CCS(=O)(=O)c2ccc3c(c2)CC(C)N3C(=O)C2CC2)c1 (stereo not drawn)	0.3	-8	100	6	1	0	6	-4	-7	-1.3

Going on with the list:
cpd	canonical_smiles	aDG glyco act	m5-HT2A agonist	ABCB6 inh 2	Vif imaging	H9c2 protect	Glyco luc inh	MC4R antagonist	PDI inh	CaV13 FRET inh	MC4R ag barr
16	COC(=O)c1ccc2nc(C)c(C)nc2c1	-0.3	2	97	0	2	1	3	-5	-6	-0.9
17	CCOc1ccccc1NC(=O)Cn1c(=O)n(CCC(=O)NC2CCCC2)c(=O)c2ccccc21	0.3	2	114	-2	22	0	4	4	.	-0.1
18	CCOc1ccc(NC(=O)CN(C)C(=O)CN2C(=O)C3CCCCC3C2=O)cc1OCC (stereo not drawn)	0.0	5	99	-1	0	1	8	-3	-2	5.3
19	O=C(/C=C/c1cccc(Cl)c1)c1nc2ccccc2[nH]1	0.0	-7	86	34	-6	18	14	7	.	-3.8
20	COc1ccc(/C=N/n2cnnc2SCc2ccccc2)cc1	0.0	5	95	0	-5	-3	1	-8	1	-0.7
21	Cc1cc(-n2c(C)cc(C(=O)CSc3ccc4c(c3)OCCO4)c2C)no1	0.1	-1	97	.	-11	-1	2	-7	-5	-2.4
22	CCCCn1c(N)c(N(CC)C(=O)CSCc2ccc(C)cc2)c(=O)[nH]c1=O	0.0	-6	96	.	1	0	8	-1	-4	-1.9
23	C=CCOC(=O)C1=C(C)OC(N)=C(C#N)C1c1ccoc1 (stereo not drawn)	0.0	-1	107	8	9	0	1	-3	-7	0.4
24	CCC1Oc2ccccc2N(CC(=O)NCc2ccco2)C1=O (stereo not drawn)	-0.4	-2	95	0	0	-2	-3	2	-3	-4.0
25	FC(F)(F)c1ccc(CN2CCCCCC2)cc1	0.0	7	100	17	3	-2	-3	0	-8	1.6
26	O=C(Nc1ccc2oc(-c3cccc4ccccc34)nc2c1)c1ncn[nH]1	0.2	9	89	.	-3	-2	-1	-14	.	-0.3
27	CCOC(=O)C1CCN(C(=O)c2cccc(Cl)c2)CC1	-0.1	2	102	-6	-3	0	5	4	-5	-1.3
28	Cc1ccccc1NS(=O)(=O)c1cc(C(=O)NCc2ccncc2)ccc1Cl	-0.2	-7	98	-3	-3	2	9	0	-2	-3.1
29	CCOC(=O)c1sc(NC(=O)/C=C/c2ccccc2)nc1C	0.0	-4	79	11	1	1	-6	1	2	-2.1
30	O=C1Cc2ccccc2C(=O)N1Cc1ccccc1	0.9	0	85	0	8	3	-6	3	.	-1.7

(next part)
cpd	canonical_smiles	aDG glyco act	m5-HT2A agonist	ABCB6 inh 2	Vif imaging	H9c2 protect	Glyco luc inh	MC4R antagonist	PDI inh	CaV13 FRET inh	MC4R ag barr
31	O=[N+]([O-])c1ccccc1S(=O)(=O)N/C(=N/S(=O)(=O)c1ccccc1)c1ccccc1	0.0	6	103	-5	1	-2	2	1	-9	-1.2
32	COC(=O)C1CCN(C(=O)c2cc(S(=O)(=O)N3CCCCC3)ccc2Cl)CC1	0.1	5	94	4	-1	1	6	-6	-7	-2.1
33	N#CC1=C(N)C(C#N)(C#N)[C@H](c2ccsc2)[C@H]2COCC=C12	0.0	0	88	.	8	2	6	2	-10	-1.4
34	COC(=O)c1ccc(NC(=S)NC(=O)c2cccnc2)cc1	-0.1	-3	95	5	-7	2	-6	-6	-2	-3.0
35	CC(C)Oc1ccc(S(=O)(=O)N2CCOCC2)cc1NC(=O)CC1CC2CCC1C2 (stereo not drawn)	-0.1	4	96	-5	2	-1	5	1	-13	0.8
36	C#CCNC(=O)C1=C[C@@H](c2ccc(C#C)cc2)[C@H](CCCO)[C@@H](OCC)O1	0.1	6	97	-8	-4	2	5	-3	-4	-1.7
37	CC(=O)c1sc(NC(C)c2ccccc2)nc1C (stereo not drawn)	0.2	-3	102	-3	4	4	9	21	-2	-0.7
38	O=C(O)c1cc2c(s1)-c1ccccc1CC2	-0.2	6	91	-2	3	5	3	-5	-3	-0.2
39	Cc1ccc(OCC(=O)N2CC3(C)CC2CC(C)(C)C3)cc1 (stereo not drawn)	0.2	-1	102	.	0	-1	1	3	-4	1.2
40	O=C(c1ccc(-n2cccc2)cc1)N1CCOCC1	-0.1	5	87	5	8	0	1	-2	-5	-2.1
41	COC(=O)NNC(=O)c1ccc(Cl)cc1Cl	-0.2	2	97	-5	-3	1	4	2	-15	2.4
42	CCCCNC(=O)C1(C)CCCCN1C(=O)c1c(Cl)cccc1Cl (stereo not drawn)	0.2	-5	97	-5	-3	0	6	3	-5	0.8
43	CCN(CC(=O)NCc1cccs1)C(=O)/C=C/c1cccc(Cl)c1Cl	-0.1	-5	97	0	-8	0	6	4	-4	-0.5
44	COc1ccc(CNC(=O)CC(C)c2ccccc2)cc1 (stereo not drawn)	-0.1	1	102	1	-2	1	13	1	-3	-0.7
45	N/C(=N\OC(=O)c1cccc(Cn2cc(C(F)(F)F)ccc2=O)c1)c1ccccc1	0.9	8	93	1	-9	-3	-1	2	-9	0.5

Further entries:
cpd	canonical_smiles	aDG glyco act	m5-HT2A agonist	ABCB6 inh 2	Vif imaging	H9c2 protect	Glyco luc inh	MC4R antagonist	PDI inh	CaV13 FRET inh	MC4R ag barr
46	O=C(NNC(=O)c1cccs1)c1ccc(S(=O)(=O)N2CCCCC2)cc1	-0.1	2	98	3	-3	1	1	-2	-3	-1.1
47	O=C1C=C(N2CCCCC2)c2ccccc2C1=O	0.8	3	89	.	-12	-21	-24	9	-2	-2.4
48	O=C1N[C@@H](Cc2ccccc2)C(=O)N2[C@H]1C[C@]1(Br)c3ccccc3N(S(=O)(=O)c3ccc(F)cc3)[C@H]21	-0.2	2	103	-4	7	2	2	5	-11	-0.6
49	Cc1ccc(O)c(NC(=O)c2cc(-c3ccc(F)cc3)on2)c1	-0.2	-1	96	4	-3	4	23	0	-2	1.2
50	CCn1c(SCC(=O)c2cc(OC)ccc2OC)nnc1C1CC1	0.0	0	95	.	5	0	7	17	-5	-1.3
51	COc1ccc(-c2cc(C(F)(F)F)n3nc(C(=O)NCc4ccco4)cc3n2)cc1OC	1.0	-3	89	23	-4	1	0	2	.	-0.8
52	C/C(=N/NC(=O)CSc1nc2ccccc2n1C)c1ccc(O)cc1	-0.3	-2	100	-2	7	-1	-1	9	9	-1.8
53	S=C(NCc1cccs1)Nc1cc(Cl)cc(Cl)c1	0.0	-1	97	-8	-11	-4	12	23	-4	2.8
54	CCCCCCCCn1cc(C(C)=O)c(=O)[nH]c1=O	0.0	-2	93	-3	1	2	1	0	-4	0.8
55	CCOC(=O)c1c(C)nn(Cc2ccccc2)c1N	0.5	-1	92	10	7	2	1	0	-4	-1.8
56	Cc1onc(-c2c(F)cccc2Cl)c1C(=O)Nc1cccc(S(=O)(=O)NC2=NCCC2)c1	1.5	-3	99	.	7	0	24	0	-5	-1.1
57	C=C(C)COc1ccc(C2NC(=O)c3ccccc3O2)cc1OCC (stereo not drawn)	0.1	-2	104	-3	-8	7	-7	2	-5	-1.2

Sorted by the number under MC4R ag barr (ascending): some entries from above.
| No. | molecule | MC4R ag barr |
| --- | --- | --- |
| 52 | C/C(=N/NC(=O)CSc1nc2ccccc2n1C)c1ccc(O)cc1 | -1.8 |
| 54 | CCCCCCCCn1cc(C(C)=O)c(=O)[nH]c1=O | 0.8 |
| 53 | S=C(NCc1cccs1)Nc1cc(Cl)cc(Cl)c1 | 2.8 |
